Bioassay records deposited in PubChem by The Scripps Research Institute Molecular Screening Center.
MITF primary: human MITF inhibition, primary screen; AlphaScreen MITF homodimerization, bead proximity signal; inhibition, % at 2.6 µM; hit rate 0.91% among 650,000; in the data active means inhibition above about 50%;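 further: 0% = vehicle wells with protein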
TEAD-YAP inh: TEAD-YAP interaction inhibition; HEK-TIYL cells, TEAD-Gal4/YAP UAS-luciferase luminescence; inhibition, % at 9.12 µM; hit rate 1.4% among 640,000; in the data active means inhibition above about 32%;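 further: 0% = median of test compound wells and 100% = reference inhibitor wells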
FBW7 act: human FBW7 E3 ligase activation, primary screen | AlphaScreen FBW7–phospho-cyclin E peptide binding, activator screen | Q969H0 | hit rate 0.13% among 650,000 | normalized activity (activation), % at 26.1 µM; in the data active means normalized activity above about 1.9%;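 further: purified mutant Fbw7 with reduced substrate affinity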
Target sequence (Q969H0 whole entry, looked up): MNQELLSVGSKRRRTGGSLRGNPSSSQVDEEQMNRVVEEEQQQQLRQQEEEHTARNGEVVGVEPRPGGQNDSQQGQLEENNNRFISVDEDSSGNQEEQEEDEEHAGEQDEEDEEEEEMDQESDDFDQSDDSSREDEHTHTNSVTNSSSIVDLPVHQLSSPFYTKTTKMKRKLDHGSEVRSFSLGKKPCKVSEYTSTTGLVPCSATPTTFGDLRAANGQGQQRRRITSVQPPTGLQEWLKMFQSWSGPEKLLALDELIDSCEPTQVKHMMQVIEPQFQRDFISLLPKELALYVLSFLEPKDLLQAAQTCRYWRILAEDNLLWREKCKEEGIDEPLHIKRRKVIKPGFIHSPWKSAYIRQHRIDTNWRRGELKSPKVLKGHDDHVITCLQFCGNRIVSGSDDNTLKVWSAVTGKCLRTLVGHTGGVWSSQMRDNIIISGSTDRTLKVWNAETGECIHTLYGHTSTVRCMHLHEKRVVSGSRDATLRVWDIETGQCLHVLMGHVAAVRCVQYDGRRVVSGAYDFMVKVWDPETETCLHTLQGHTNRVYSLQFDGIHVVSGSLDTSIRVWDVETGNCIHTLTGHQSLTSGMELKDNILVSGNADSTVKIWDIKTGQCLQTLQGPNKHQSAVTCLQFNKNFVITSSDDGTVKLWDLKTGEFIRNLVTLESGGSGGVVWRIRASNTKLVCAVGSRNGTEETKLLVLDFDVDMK
GPR151 ag: activators of human GPR151; hit rate 1% among 650,000; PathHunter beta-arrestin GPR151 cells, luminescence; Q8TDV0; activation, % at 11.2 µM; in the data active means activation above about 4.9%;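 further: 0% = median of compound wells and 100% = cells with positive control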
* = called active by the depositor; & = joins results of further samples.

no.	SMILES	MITF primary	GPR151 ag	FBW7 act	TEAD-YAP inh
1	CC(=O)c1cc(C)ccc1OC(=O)c1ccncc1	6	0.6	0.0	-5
2	COCCCNC(=O)C1CCCCN1S(=O)(=O)c1ccc(F)cc1 (stereo not given)	-2	0.2	-0.3	1
3	CCOC(=O)C1(C)C=C(Nc2ccc(C(=O)O)cc2)C(=O)N1c1ccccc1 (stereo not given)	8	3.8	0.2	-46
4	CCOC(=O)C1=CN(Cc2ccc(Cl)cc2)C=C(C(=O)OCC)C1c1cc2c(cc1Br)OCO2	-2	-0.4	-0.2	-4
5	CCOc1cc(/C=C2/C(=N)N3N=C(CC)SC3=NC2=O)cc(Cl)c1OCCOc1ccc(C)c(C)c1	-29	0.5	0.0	0
6	NC(=O)CSc1ncnc2c1nnn2-c1ccc(F)cc1	4	-1.3	0.9	-8
7	CCOC(=O)c1sc(NC(=O)CN2CCC(O)(c3ccccn3)CC2)nc1C	4	0.3	-0.2	-5
8	CCOC(=O)C1C(=O)C=C(c2ccc(F)cc2)CC1c1ccc(F)cc1 (stereo not given)	-5	1.6	-0.1	-1
9	Cc1cc(N2CCN(C)CC2)nc2ccc(NC(=O)Nc3cccs3)cc12	4	2.9	-0.5	-18
10	CCOC(=O)CNC(=O)CSc1nnc(COc2ccc(C)cc2)n1C	11	-0.6	-0.1	8
11	O=C(O)c1ccc2nc(-c3ccccc3)sc2c1	19	-4.8	0.2	-13
12	COc1ccc(/C=N/Nc2ccc(C(F)(F)F)cn2)cc1	3	0.1	-0.1	-2
13	CCC(C)NC(=O)CN(c1ccc(C)cc1)S(=O)(=O)c1ccc(F)cc1 (stereo not given)	6	2.5	0.0	7
14	COc1ccc(-c2ccc(/C=C(\C#N)C(N)=O)o2)cc1	4	-0.1	-0.1	-39
15	O=C1OC(c2cc([N+](=O)[O-])ccc2Cl)=N/C1=C\c1cccc(F)c1	7	0.5	0.1	-10
16	Nc1ccn(-c2ccnc(Nc3ccc(N4CCOCC4)cc3)c2)n1	17	-1.3	0.0	-16
17	O=C(NC1CCCCC1)c1cc(S(=O)(=O)N2CCC3(CC2)OCCO3)ccc1F	-4	-0.2	0.0	2
18	c1ccc(Oc2ccc(-c3cnc(NCc4ccco4)c4nccn34)cc2)cc1	-2	-0.2	0.2	-12
19	N#CCc1ccc(NC(=O)c2cc(Br)cc(Br)c2O)cc1	5	-0.3	1.3	-8
20	O=c1[nH]c2cc3ccccc3c(=O)n2c2sc3c(c12)CCCC3	8	-0.3	0.1	0
21	CCCNc1cc(Nc2cnccn2)ncn1	5	1.2	0.1	2
22	O=C(C1CCCO1)N1CCc2nc(N3CCCC3)[nH]c(=O)c2C1 (stereo not given)	15	-1.3	0.8	-10
23	CCOC(=O)CSc1nnc(NC(=O)CN2CCN(c3ccccc3)CC2)s1	-15	0.1	0.1	-8
24	O=[N+]([O-])c1ccc(N2CCCCCC2)cc1NCc1cccnc1	13	0.1	-0.2	6
25	COc1ccc(C(=O)Nc2ccccc2)cc1S(=O)(=O)Nc1cccc(C)c1	-7	0.8	-0.1	2
26	COc1cccc(OC)c1C(=O)N1CCc2ccccc2C1	0	-1.2	-0.2	3
27	CN(C)C(=O)Cc1ccc2c3c(cccc13)CC2	-15	-1.0	0.0	5
28	O=C(c1ccccc1)c1cc2cc(-c3ccncc3)ccc2[nH]1	2	2.2	0.1	-19
29	CC1=C(C(=O)Nc2cccc(Cl)c2)C(c2ccc([N+](=O)[O-])cc2)NC(=O)N1 (stereo not given)	-1	1.1	-0.1	-2
30	CCN1C(=O)/C(=C/c2cc(C)n(C)c2C)C(=O)NC1=S	16	-0.4	0.1	4

Numbers 28 to 30 of the list above:
no.	SMILES	MITF primary	GPR151 ag	FBW7 act	TEAD-YAP inh
28	O=C(c1ccccc1)c1cc2cc(-c3ccncc3)ccc2[nH]1	2	2.2	0.1	-19
29	CC1=C(C(=O)Nc2cccc(Cl)c2)C(c2ccc([N+](=O)[O-])cc2)NC(=O)N1 (stereo not given)	-1	1.1	-0.1	-2
30	CCN1C(=O)/C(=C/c2cc(C)n(C)c2C)C(=O)NC1=S	16	-0.4	0.1	4

Going on with the list.
no.	SMILES	MITF primary	GPR151 ag	FBW7 act	TEAD-YAP inh
31	O=C1CCC(CC(=O)N2CCc3ccc(NC(=O)c4ccccc4Cl)cc3C2)N1 (stereo not given)	15	1.4	0.1	-9
32	CCSc1nnc2c(n1)OC(c1ccc3ccccc3c1)Nc1ccccc1-2 (stereo not given)	4	-1.6	0.4	-16
33	COc1ccc(-n2nnnc2SCC(=O)N(C(C)C)C(C)C)c(OC)c1	0	-0.6	-0.1	14
34	O=C(NC(=S)Nc1ccc2oc(-c3ccccc3Cl)nc2c1)c1ccc(Cl)cc1	8	0.6	0.3	-23
35	C=CCOc1ccc(C2/C(=C(\O)c3ccc(OCC)cc3C)C(=O)C(=O)N2c2nc(C)c(C(=O)OCC)s2)cc1 (stereo not given)	17	-1.0	0.1	0
36	O=C(NCc1ccncc1)C(=O)Nc1cccc(C(F)(F)F)c1	15	-1.2	0.1	4
37	Cc1noc2nc(-c3ccc4c(c3)OCO4)cc(-c3nnc4n3CCCCC4)c12	3	-0.7	-0.1	4
38	O=C(NNC(=O)c1cccnc1)Nc1ccc([N+](=O)[O-])cc1	15	-1.5	0.1	-3
39	CCc1nc2sc3c(c2c(=O)n1NC(=O)CCl)CCCC3	-6	2.9	-0.1	0
40	Cc1cc(C)cc(N=c2c([N+](=O)[O-])nn(-c3ccccc3)n2O)c1	21	0.1	-0.2	17
41	Cc1cccc(C(=O)NC(=S)Nc2ccc3nn(-c4ccccc4)nc3c2)c1	6	-0.3	0.0	-12
42	CCC[C@@H]1NC(=O)[C@H]2CN(C(=O)Oc3ccc(F)cc3)CCN2C1=O	-6	0.2	0.2	-4
43	Fc1ccc(F)c(CN2CCN(Cc3ccc4c(c3)OCO4)CC2)c1	37	-0.3	-0.1	-13
44	Cc1ccccc1-n1c(=S)sc2c(=O)n(-c3ccccc3F)c(SCC(=O)NCc3ccco3)nc21	-2	-0.8	-0.1	3
45	CN(C(=O)c1cccc(NC2=C(Cl)C(=O)N(Cc3ccccc3)C2=O)c1)c1ccccc1	13	-0.7	-0.1	16
46	Cn1nc(-c2ccccc2F)c2cc(C(=O)Nc3ccc(S(N)(=O)=O)cc3)sc21	0	0.1	-0.1	6
47	CSCCC(NC(=O)c1ccccc1)C(=O)OCC(=O)Nc1ccc(Br)cc1 (stereo not given)	0	0.2	0.0	-1
48	CN(c1ccc(C(=O)Nc2ccc(I)cc2)cc1)S(=O)(=O)c1ccccc1	1	-0.9	-0.2	0
49	Cc1oc(C(C)(C)C)cc1C(=O)NCCCNC(=O)c1cc(C(C)(C)C)oc1C	11	0.6	0.0	-3
50	CCOc1ccc(S(=O)(=O)NCCc2ccc3c(c2)CCCN3C)cc1	9	0.7	0.0	0

Compound profiles, as listed above. Values in the order: MITF primary, GPR151 ag, FBW7 act, TEAD-YAP inh
Cc1cccc(C(=O)NC(=S)Nc2ccc3nn(-c4ccccc4)nc3c2)c1 across the screens: 6, -0.3, 0.0, -12
CCC[C@@H]1NC(=O)[C@H]2CN(C(=O)Oc3ccc(F)cc3)CCN2C1=O across the screens: -6, 0.2, 0.2, -4
CN(C(=O)c1cccc(NC2=C(Cl)C(=O)N(Cc3ccccc3)C2=O)c1)c1ccccc1 across the screens: 13, -0.7, -0.1, 16
CCOc1ccc(S(=O)(=O)NCCc2ccc3c(c2)CCCN3C)cc1 across the screens: 9, 0.7, 0.0, 0

More entries follow.
no.	SMILES	MITF primary	GPR151 ag	FBW7 act	TEAD-YAP inh
51	COc1ccc(-c2nc(CS(=O)CC(=O)N3CCOCC3)c(C)o2)cc1 (stereo not given)	9	-0.9	-0.1	-8
52	CCOC(=O)C1CCN(C(c2ccc(F)c(F)c2)c2sc3nc(C)nn3c2O)CC1 (stereo not given)	-14	0.1	0.1	20
53	Cc1cc(C(C#N)c2ccc(Cl)cc2Cl)n2ncnc2n1 (stereo not given)	14	-0.6	0.4	7
54	O=C1NC(=S)N/C1=C/c1ccc(-c2c(Br)cc([N+](=O)[O-])cc2Br)o1	-20	1.0	-0.2	0
55	CN1CCc2cc(C(CNC(=O)Nc3cccc(Cl)c3)N(C)C)ccc21 (stereo not given)	-3	-1.2	-0.2	49*
56	O=c1onc(-c2cccs2)n1Cc1ccccn1	-1	-0.2	0.0	8
57	CS(=O)(=O)N(Cc1ccccc1)c1ccc(C(=O)Nc2ccccc2)cc1	8	0.4	0.0	-7
58	Cc1cc(C)n2nc(C(=O)Nc3sc4c(c3C(N)=O)CCCC4)nc2n1	-11	2.0	0.0	-10
59	O=S(=O)(C1CCCCC1)N1CCOCC1	4	-0.6	0.0	2
60	O=C(NCCc1nc(-c2cccnc2)n[nH]1)C1CCN1C1CCCCC1 (stereo not given)	9	-0.3	-0.1	3
61	CCOc1ccc(/C=C2/C(=O)NC(=O)N(c3cc(OC)ccc3OC)C2=O)cc1	22	0.6	0.2	0
62	FC(F)(F)c1ccc(-c2nc(-c3ccccn3)ncc2-c2cnccn2)cc1	3	-0.9	-0.2	-1
63	NC(=O)c1c(NC(=O)Cn2cnc([N+](=O)[O-])n2)sc2c1CCC2	15	1.0	0.2	0
64	COc1ccc(N(C(=O)c2ccc(Cl)cc2)C2C=CS(=O)(=O)C2)cc1 (stereo not given)	-13	0.8	0.2	5
65	CCSc1nnc(NC(=O)CSc2nnc3c(n2)[nH]c2ccccc23)s1	0	-0.1	-0.1	6
66	COc1ccc(Cc2nnc(C3CCN(C(=O)COc4ccccc4F)CC3)s2)cc1	-8	2.4	-0.2	1
67	CCOC(=O)/C(C#N)=C1\CCCCCN1	3&3	-0.6&0.1	0.0&0.0	-34&-18
68	CCOC(=O)c1c(NC(=O)C(F)(F)F)sc2c1CC(C)(C)OC2	1	1.4	-0.1	-3
69	CS/C(=N\S(=O)(=O)c1ccc(N)cc1)NS(=O)(=O)c1cccs1	6	-0.2	0.0	3
70	Cc1ccc(-c2cn3nc(N4CCC(C(=O)N(C)Cc5ccccc5)CC4)sc3n2)cc1	2	0.3	-0.2	-1
71	CCN1CCN(C(=O)Cn2c(=S)[nH]c3ccccc3c2=O)CC1	-14	0.3	-0.1	-2
72	CC(C)(CN1CCN(c2ccccc2)CC1)NS(=O)(=O)c1ccccc1	5	5.5*	-0.2	-7
73	O=C(Nc1ccc(Br)cc1)c1ccc(Cl)c([N+](=O)[O-])c1	-12	4.9	-0.3	3
74	CC(C)OCCNCc1ccc(OCC(O)CN(C)Cc2ccccc2)cc1 (stereo not given)	3	-1.0	-0.2	1
75	O=[N+]([O-])c1cc2c(cc1C1N(Cc3ccccc3)CCCN1Cc1ccccc1)OCO2	-7	-0.2	-0.2	8
76	Cc1cc(C)n2nc(SCc3c(F)cccc3Cl)nc2n1	17	-1.1	0.6	-29
77	O=C(NCC1CCCO1)c1ccc2c(c1)NC(=O)C(CS(=O)(=O)Cc1ccc(F)cc1)N2 (stereo not given)	-5	3.1	0.3	5
78	CCCN1CCCc2cc(CN)ccc21	37	0.3	-0.6	16
79	CC1CC(C(F)(F)C(F)(F)F)n2nc(C(=O)O)cc2N1 (stereo not given)	2	-0.1	0.0	14
80	N#Cc1ccc(OCC(=O)NNC(=O)c2cncc(Br)c2)cc1	3	-0.4	-0.1	2
81	O=C1CCCN1CCCNc1nc(NCCN2CCOCC2)nc2c1ncn2CCN1CCCC1=O	7	1.2	0.2	-4
82	COc1ccccc1Nc1nc(N)nc(-c2oc3ccccc3c2C)n1	15	-2.0	0.3	7
83	N[C@@H]1CCN(C(=O)c2cnccc2Nc2ccc(Cl)c(F)c2)C1	-4	1.3	-0.1	-8
84	COc1cccc(CN2CCN(Cc3cccn3C)CC2)c1	44	-0.1	-0.1	8
85	CCCCCNC(=O)c1sc(=S)n(-c2ccc(C(=O)OCC)cc2)c1N	0	-0.4	-0.1	-11
86	S=c1[nH]sc(=S)[nH]1	14	-0.5	-0.3	7
87	COc1cc2nc(Nc3ccc(-n4ccnc4)cc3)nc(Nc3ccc(NC(C)=O)cc3)c2cc1OC	3	-1.0	-0.4	-2
